Dengue-2 NS5 capping: flavivirus cap methylation enzyme inhibition – biochemical, confirmation dose response, primary screen (AID 588689) | Dengue-2 NS5 methyltransferase capping enzyme assay, biochemical; higher % means a stronger effect | one-dose inhibition, % at 25 µM; IC50 in µM for titrated hits | 340,000 tested, 0.3% active; in the data active = a potency from the dose series; inconclusive = inhibition above about 29% without an active follow-up result
Yfh1-depleted yeast: enhancers of respiration in Yfh1-depleted yeast, dose response, Friedreich's ataxia, plus single-dose screen (AID 1465). 220,000 tested, 0.074% active. S. cerevisiae Yfh1-off respiration, WST-1 reduction, 72 h; higher fold induction means a stronger effect. fold induction at 50 µM, or EC50 in µM where a hit was titrated;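 active = fold induction of absorbance versus untreated yeast above a set limit, then at least 30% activation at any dose in follow-up; inconclusive = repeats straddling the limit, or above it without dose testing; inactive = fold induction below the set limit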;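 note: activators that raise dye reduction in frataxin-depleted yeast; strong numbers were not always called active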
K1F lysis inhibition: inhibition of K1F phage lysis, E. coli UTI89, bacterial capsule biogenesis inhibitors, alamar blue (AID 488966). E. coli UTI89 K1F phage lysis, alamar blue, 2 h; higher % means a stronger effect. one-dose inhibition, % at 100 µM; IC50 in µM for titrated hits. 340,000 tested, 0.02% active;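 active = phage lysis inhibition, versus mean bacterial control, above a set limit; inconclusive = no clear call, values can overlap the other calls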;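 note: capsule biogenesis inhibitors block K1F phage lysis so surviving cells raise fluorescence; higher fluorescence means more inhibition of phage lysis; actives were called in the ten point dose series up to 300 µM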
ER stress rescue: rescue of cells from ER stress-induced death, primary screen, 384-well, CSM14.1, thapsigargin, ATP luminescence (AID 1222) | CSM14.1 thapsigargin-induced death rescue, ATP luminescence; higher % means a stronger effect | 190,000 tested, under 10 active | cellular ATP content (survival), % at 20 µM; hits with a dose series show EC50 in µM;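 active = EC50 below 50 µM in the dose-response confirmation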;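 note: death triggered by thapsigargin at about 15 µM added after 2 h compound pretreatment; cell ATP read after overnight thapsigargin exposure of roughly 18 to 22 hours; normalized against plate controls of thapsigargin alone and 5% DMSO vehicle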
RSV antiviral HEp-2: inhibition of RSV-induced cytopathic effect – HEp-2 cells, primary 10 µM value included (AID 2391). HEp-2 cells, RSV-induced CPE inhibition; higher % means a stronger effect. CPE inhibition, % at 10 µM; hits with a dose series show IC50 in µM. 310,000 tested, 0.13% active; in the data active = a potency from the dose series; inconclusive = CPE inhibition mostly from about 23% at the one dose, without a potency; inactive = the rest, 99 in 100 with CPE inhibition below about 21%; note: strong numbers were not always called active
SV40 large T antigen: TAg ATPase/helicase activity blockers – biochemical (AID 1903) | SV40 large T antigen ATPase/helicase inhibition assay; higher % means a stronger effect | inhibition, % at 20 µM, or IC50 in µM where a hit was titrated | 310,000 tested, 0.39% active; in the data active = a potency from the dose series; inconclusive = inhibition mostly from about 32% at the one dose, without a potency; inactive = the rest, 99 in 100 with inhibition below about 32%; note: strong numbers were not always called active
WT yeast gro inh: growth inhibition of WT yeast, mitochondrial fusion screen; AID 1362; mitochondrial fusion phenotypic screen, WT strain; inhibition, % at 10 µM; 190,000 tested, 2.1% active; in the data active = inhibition above about 58%; tested in S. cerevisiae
West Nile virus CPE: West Nile virus antiviral activity, cell-based, CPE readout (AID 1621). West Nile virus-infected cells, CPE inhibition; higher % means a stronger effect. CPE inhibition, % at 10 µM, or IC50 in µM where a hit was titrated. 290,000 tested, 0.02% active; in the data active = a potency from the dose series; inconclusive = CPE inhibition mostly from about 3.7% at the one dose, without a potency; inactive = the rest, 99 in 100 with CPE inhibition below about 2.2%; note: strong numbers were not always called active
XIAP antagonists: XIAP antagonists, biochemical, IAP family, fluorescence polarization (AID 1018); XIAP BIR domain, fluorescence polarization peptide displacement; higher % means a stronger effect; one-dose displacement, % at 20 µM; IC50 in µM for titrated hits; 200,000 tested, 0.007% active; in the data active = displacement above about 50%; note: a part of the inactive calls stands beside numbers as strong as those of hits
WT yeast gro inh mutant strain: second read-out of WT yeast gro inh, no call of its own (marks repeat the call); inhibition, %; mitochondrial fusion phenotypic screen, mutant strain inhibition
* = called active by the depositor; i = inactive; ? = inconclusive; / = no result given; & = joins results of further samples; [ ] = dose if it differs, or a comment. Compounds were not picked by outcome (roughly 2.2% active in at least one column).

SMILES | Dengue-2 NS5 capping | Yfh1-depleted yeast | K1F lysis inhibition | ER stress rescue | RSV antiviral HEp-2 | SV40 large T antigen | WT yeast gro inh | WT yeast gro inh mutant strain | West Nile virus CPE | XIAP antagonists
Cc1ccccc1C(=O)Nn1cnc2ccccc2c1=O | -5.9% | i | 0.4% | -1.1% | -1.0% | 2.6% | 16.4 | 9.3 | -0.6% | -4.5%
O=C(NCCN1CCOCC1)c1cc(-c2ccc(Br)cc2)on1 | -4.8% | i | 4.2% | 0.8% | 0.3% | 3.3% | 11.6 | 12.6 | -0.4% | -1.0%
Cc1ccc(S(=O)(=O)N2CCN(c3nc(C(C)C)c4c(c3C#N)CC(C)(C)OC4)CC2)cc1 | -4.0% | i | 2.7% | -0.1% | 1.3% | 6.4% | 5.9 | 7.4 | ? | -10.5%
CCn1ncc(Br)c1C(=O)Nc1cc(C)cc(C)c1 | 0.6% | i | -0.1%[50 µM] | -1.1% | 3.0% | 12.1% | -20.7 | -8.9 | -1.3% | -3.3%
Cc1ccc(C(=O)NCc2ccc3c(c2)OCO3)cc1S(=O)(=O)N1CCCCC1 | 0.5% | i | 1.2% | 3.7% | -0.9% | 6.4% | -14.3 | 5.0 | -0.4% | -1.4%
CN(C)C(=O)c1nnsc1Sc1ccc(Cl)cc1 | 0.0% | i | i | 0.7% | 3.2% | 18.0% | -0.8 | 0.6 | 0.3% | -5.5%
O=C(c1csc2c1CCCCC2)N1CCN(c2ncccn2)CC1 | -1.4% | i | 0.2% | / | 3.1% | 9.0% | 4.6 | -1.0 | -0.2% | -2.4%
OC1CCCN(CC(O)COc2ccc(-c3ccccc3)cc2)C1 (stereo not drawn) | 4.2% | / | 0.1% | / | -1.7% | -0.8% | / | / | -0.7% | /
CCN(CC)S(=O)(=O)c1ccc(N2CCOCC2)c(NC(=O)CC(C)(C)C)c1 | -12.2% | i | 0.0% | / | 0.1% | 5.1% | / | / | 1.4% | /
O=C1CC(c2ccco2)Cc2nc(N3CCN(Cc4ccc5c(c4)OCO5)CC3)ncc21 (stereo not drawn) | -3.5% | i | 1.0% | 1.2% | 13.3% | 7.6% | 2.5 | 9.2 | -0.1% | -3.1%
Cn1c(=O)n(C)c2cc([N+](=O)[O-])c(N3CCN(CCO)CC3)cc21 | -14.0% | i | 0.1% | -1.0% | -0.9% | 9.2% | -4.3 | -1.2 | 0.5% | -0.8%
Cc1ccc(-c2nnn(CC(=O)N3C(C)CCCC3C)n2)cc1 (stereo not drawn) | -15.1% | / | -2.0% | / | 0.2% | 5.8% | / | / | -0.1% | /
CC1(c2cccc([N+](=O)[O-])c2)CC(C)(C)N(C(=O)c2ccccc2)c2ccccc21 (stereo not drawn) | 1.3% | i | 1.4% | -1.9% | 5.1% | 10.1% | 75.8* | 33.1* | -0.6% | -9.1%
CCOc1cc(S(=O)(=O)NCc2ccc3c(c2)OCO3)c(C)cc1C | 4.0% | i | 1.6% | -2.2% | 7.8% | 2.0% | -16.4 | -16.1 | -0.9% | 2.3%
COc1ccc(S(=O)(=O)N2CCOC23CCN(C(=O)c2ccccc2OC)CC3)cc1 | -2.2% | / | 0.6%[50 µM] | / | -0.5% | 8.8% | / | / | / | /
CCCC(=O)Nc1ccc(Cl)c(-c2nc3ncccc3o2)c1 | -0.7% | / | 0.1% | / | 1.0% | -3.4% | / | / | -0.7% | /
Cc1nn(C)c(-c2n[nH]c(=S)n2-c2ccccc2)c1Cl | -3.6% | i | -1.1% | -0.8% | 1.2% | 2.2% | 18.0 | 5.0 | 0.1% | -0.6%
CCOC(=O)N1CCC(N2CCCC(C(=O)c3ccc4cc(OC)ccc4c3)C2)CC1 (stereo not drawn) | 0.9% | i | 0.3% | 4.2% | -1.4% | 2.2% | 42.5 | 47.0 | -0.7% | -7.2%
COc1ccc(Nc2sc(C(=O)Nc3cccc(Cl)c3)c(N)c2C(=O)Nc2ccccc2OC)cc1 | / | i | / | -1.9% | 6.0% | 15.7% | 12.1 | 3.2 | -0.1% | -2.1%
CC[C@H](CO)NCCN[C@H](CC)CO | -2.2% | i | 1.6% | -3.4% | 1.8% | 24.7%&9.6% | 1.7 | -23.9 | 0.6% | -5.1%
COc1ccc2c(c1)c(/C=C/c1cc[n+](C)cc1)cn2C | 18.8% | / | 0.1% | / | 1.8% | 1.2% | / | / | 3.2% | /
Cc1ccc(CNC(=O)C2CC=CCC2C(=O)O)cc1 (stereo not drawn) | -0.7% | / | -0.1% | / | 3.7% | 3.1% | / | / | 0.5% | /
CCOc1ccc(C(=O)NC(=S)N2CCN(c3ccc(C(F)(F)F)cc3[N+](=O)[O-])CC2)cc1 | -5.8% | i | 4.1% | 0.6% | 2.0% | -5.8% | 12.6 | -10.8 | -1.4% | -14.4%
O=C(Nc1cc([N+](=O)[O-])ccc1N1CCCC1)c1cccs1 | 1.0% | / | -1.3%[50 µM] | / | 9.8% | 11.3% | / | / | 0.4% | /
Cc1ccnc(NC(=O)CN2C(=O)c3ccccc3C2=O)c1 | -0.7% | i | -0.5% | 1.8% | -1.5% | 15.8% | 3.5 | 2.3 | 0.5% | -2.1%
O=C(O)C(Cc1c[nH]c2ccccc12)NS(=O)(=O)c1ccc(Cl)cc1 (stereo not drawn) | 1.6% | i | 0.7% | -1.4% | 0.7% | 5.6% | 1.4 | 7.1 | -0.1% | 0.5%
COc1ccc(N2CCN(CCC3Oc4cc([N+](=O)[O-])ccc4NC3=O)CC2)cc1 (stereo not drawn) | 1.5% | i | 0.0% | 0.5% | -0.4% | 12.9% | 12.7 | 12.5 | -0.1% | -6.7%
Nc1ccc(S(=O)(=O)Nc2nccc(/C=C/c3ccc(Cl)cc3Cl)n2)cc1 | 4.7% | i | 0.3% | / | 0.6% | 7.8% | / | / | 0.3% | /
COc1ccccc1Oc1coc2cc(OCC(N)=O)ccc2c1=O | -2.0% | / | 0.2% | / | 0.6% | 2.9% | / | / | -0.1% | /
COC(=O)c1cccc([N+](=O)[O-])c1CS(=O)(=O)c1ccc(C)cc1 | -8.3% | i | 0.3% | 1.4% | -0.1% | -3.4% | 6.7 | 0.4 | -1.0% | -7.4%
COc1ccc(/C=N/OCC(=O)N(Cc2ccccc2)c2ccccc2C(=O)O)cc1 | 2.7% | i | 0.0% | 0.2% | 0.0% | 23.8% | -5.6 | -13.0 | 0.5% | -10.0%
NC(=O)CC(NC(=O)Cc1cccc2ccccc12)c1ccc(N2CCC(N3CCCC3)CC2)c([N+](=O)[O-])c1 (stereo not drawn) | 0.0% | / | -0.3% | / | -0.9% | 16.3% | / | / | 0.2% | /
O=C(CN1CCN(c2ccccn2)CC1)N1CC(O)CO1 (stereo not drawn) | / | i | 0.1% | -1.0% | 1.4% | 23.3% | 0.8 | 5.4 | -0.4% | -18.8%
Cc1ccc(C)c(NS(=O)(=O)c2ccc(OCC(=O)NCc3ccco3)cc2)c1 | -5.5% | i | 0.0% | / | -0.5% | 7.5% | 4.2 | 11.4 | 0.1% | -12.3%
COC(=O)c1cn(NC(=O)c2cnccn2)c(=O)c2ccccc12 | -2.4% | i | 0.1% | 1.2% | -1.0% | -2.5% | 30.7 | 16.5 | -1.2% | -5.3%
CC1CCCN(S(=O)(=O)c2ccc(NC(=O)CN3CCCCC3)cc2)C1 (stereo not drawn) | 0.0% | / | 0.5% | / | 2.3% | 5.3% | / | / | -0.7% | /
CSCCC(NC(=O)c1ccc(Cl)cc1)C(=O)OCC(=O)Nc1ccc(C#N)cc1 (stereo not drawn) | -8.7% | i | -2.3% | -2.5% | 2.4% | -4.8% | -5.4 | -2.1 | -0.5% | -5.1%
COc1ccc(S(=O)(=O)Nc2ccccc2C(=O)Nc2nc(-c3ccc(F)cc3)cs2)cc1OC | 12.1% | i | 1.7%[50 µM] | 17.7% | 20.6% | 20.8% | 59.3* | 12.1* | -2.0% | -6.5%
O=C1CC(=Nc2ccccc2)NN1c1ccccc1 | -5.5% | i | 0.7% | 0.9% | 18.9% | -7.8% | -38.8 | -0.9 | -0.4% | -4.6%
COc1ccccc1CCC(=O)OCC(=O)Nc1ccc(C)c(S(=O)(=O)N2CCCCC2)c1 | 0.7% | / | 0.5%[50 µM] | / | -1.4% | 3.5% | / | / | / | /
Cn1cccc1Cc1nnc(SCC(=O)Nc2ccccc2F)n1CCc1ccccc1 | -0.7% | i | 3.8% | / | -0.2% | 2.5% | 8.4 | 3.7 | -0.4% | -3.3%
c1cnc2c(OCc3cn4cccnc4n3)cccc2c1 | -8.1% | i | 0.5% | 1.1% | 1.7% | 14.6% | -23.1 | -2.6 | 0.2% | -9.7%
Cc1ccc(C(NC(=O)c2ccccc2)C(Cl)Cl)cc1 (stereo not drawn) | -3.2% | i | 0.4%[50 µM] | -0.2% | 11.7% | 3.9% | 18.9 | 12.1 | -0.5% | -3.6%
CCc1ccc(NC(=O)CSCCO)cc1 | -0.6% | i | 0.1% | -5.4% | 1.2% | 4.7% | -5.4 | 9.1 | 0.3% | 0.5%
CCc1ccccc1NC(=O)c1cc(=O)c2ccccc2o1 | -6.3% | i | 0.2% | 3.1% | 0.8% | 1.5% | 1.3 | 13.1 | -0.2% | -4.6%
CC(NCC(O)COc1ccc(Br)cc1)c1ccccc1 (stereo not drawn) | -5.0% | / | -0.1% | / | 1.1% | 15.7% | / | / | 0.0% | /
Cc1cccc(N(CC(=O)NC2CCCC2)C(=O)c2c(C)noc2C)c1 | -0.8% | i | 0.1% | -1.0% | 1.5% | 2.2% | -6.2 | 2.5 | -0.4% | -1.3%
COc1ccc(OCC(=O)Nc2ccc(N3CCOCC3)cc2)cc1 | 0.7% | i | 1.1% | 2.5% | -1.4% | 12.4% | -5.8 | 4.6 | 0.3% | -0.7%
CCOc1ccc(Cl)cc1CNCCNCCO | -7.6% | i | 1.0% | -1.4% | -1.4% | 10.5% | -12.7 | 20.1 | 1.0% | 0.0%
Cc1ccc(-c2csc(NC(=O)CSc3nnc4c(n3)[nH]c3ccccc34)n2)cc1 | 0.0% | ? | 1.6% | -2.1% | 2.5% | 5.2% | 27.6 | 7.6 | -0.9% | 2.5%
CCCC(=O)Nc1cc(-c2nnc(OC)c3ccccc23)ccc1N1CCOCC1 | -0.7% | i | 0.4% | / | 1.4% | / | / | / | 0.2% | /
O=C(NCCC1=CCCCC1)c1cc(COc2c(F)cccc2F)on1 | 0.0% | / | 0.3% | / | 6.9% | 10.4% | / | / | 0.0% | /

Screening results deposited in PubChem by several laboratories.
